PLK1 PBD inh: blocks phosphopeptide binding to human Plk1 polo box domain; 97,000 compounds, 0.13% hits; Plk1 PBD phosphopeptide binding, fluorescence polarization; inhibition, %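 (tested at about 20 µM)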; in the data active means inhibition above about 34%, passing the limit was not always enough
CYP2C9 act: CYP2C9 (human) activation | 96,000 compounds, 1.4% hits | activation factor at 5 µM | P11712 | recombinant CYP2C9, luciferin-H conversion, luminescence; stronger effect = higher value; factor 1 = untreated enzyme, 0 = blocked;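 active means activation factor of 2 or more for CYP2C9 at a 5 µM dose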;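 further: 0 = sulfaphenazole-blocked wells and 1 = vehicle-only wells; values of inactives mirror those of a sister screen read the other way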
EphB4 antag: antagonists of human EphB4-ephrin-B2 interaction. AID 720. P54760. 97,000 compounds, 0.15% hits. EphB4 LBD / TNYL-RAW-Alexa532 peptide, fluorescence polarization. inhibition, % at 7 µM;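 active means inhibition above the screen-wide mean inhibition plus 3 SD, cut at about 15% in these data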;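 further: 0% = DMSO wells and 100% = excess unlabeled TNYL-RAW peptide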
PLAP act: human PLAP activation; 96,000 compounds, 1.2% hits; activation fold at 20 µM; P05187; purified PLAP enzyme, luminescent substrate read-out; stronger effect = higher value; in the data active means activation fold above about 2
Target sequence (P05187 whole entry, looked up): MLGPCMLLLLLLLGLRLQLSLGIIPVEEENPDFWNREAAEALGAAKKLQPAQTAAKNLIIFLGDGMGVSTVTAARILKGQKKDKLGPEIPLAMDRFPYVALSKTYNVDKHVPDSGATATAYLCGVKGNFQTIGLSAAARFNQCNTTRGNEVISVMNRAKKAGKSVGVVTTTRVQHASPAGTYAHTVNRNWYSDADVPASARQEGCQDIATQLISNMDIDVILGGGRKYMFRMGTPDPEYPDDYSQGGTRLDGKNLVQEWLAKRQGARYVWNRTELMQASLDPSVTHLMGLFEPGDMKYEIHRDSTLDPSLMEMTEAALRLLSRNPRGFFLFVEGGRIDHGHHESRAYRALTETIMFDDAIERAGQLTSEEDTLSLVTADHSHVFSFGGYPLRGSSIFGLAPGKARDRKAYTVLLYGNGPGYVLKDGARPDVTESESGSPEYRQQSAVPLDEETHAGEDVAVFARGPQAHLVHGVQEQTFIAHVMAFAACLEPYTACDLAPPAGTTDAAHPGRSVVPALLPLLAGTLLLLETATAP
CYP2C19 activ: activators of human cytochrome P450 2C19. recombinant CYP2C19, luciferin-H EGE luminescence; stronger effect = higher value; 0 = fully inhibited enzyme, 1 = untreated enzyme. 96,000 tested, under 10 active. P33261. activation factor at 5 µM. AID 1025;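 active means activation factor of at least 2 at 5 µM in the primary screen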;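 further: 0 = wells with 2.5 mM tranylcypromine and 1 = vehicle-only wells; values of inactives mirror those of a sister screen read the other way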
CYP2C19 inh: human CYP2C19 inhibition; AID 778; P33261; inhibition, % at 5 µM; 96,000 compounds, 21% hits; CYP2C19 Supersomes, luciferin-H EGE luminescence, 30 min;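 active means CYP2C19 inhibition above a set limit at 5 µM in the primary screen, cut at about 50% in these data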;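 further: plate controls were negative control wells for no effect and 2.5 mM tranylcypromine positive control for full effect; values of inactives mirror those of a sister screen read the other way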
Rev-RRE block: disrupts HIV-1 Rev binding to RRE RNA | Rev peptide-RRE RNA binding, FRET | inhibition, % at 8 µM | 97,000 compounds, 0.79% hits;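 active means inhibition above the screen-wide mean plus 3 SD, cut at about 35% in these data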;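 further: 0% = median DMSO wells and 100% = median Neomycin B control wells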
Target sequence (P05866 whole entry, looked up): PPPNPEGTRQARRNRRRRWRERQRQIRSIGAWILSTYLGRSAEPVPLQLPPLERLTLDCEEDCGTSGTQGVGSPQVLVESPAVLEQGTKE
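Assay system: Labelled RRE RNA duplex and labelled Rev peptide | Times: 5 min preincubation and 15 min binding, 25 °C | Detection: FRET, ex 480 nm, em 540 and 671 nm | Evaluation: % inhibition of FRET ratio versus controls | Benchmarks: DMSO wells as 0% and neomycin B wells as 100% inhibition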
PLK1 kinase inh: blocks human PLK1 kinase activity; P53350; recombinant PLK1 kinase, TR-FRET peptide phosphorylation; inhibition, % at 10 µM; 97,000 compounds, 0.53% hits; AID 619;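 active means inhibition of 50% or more in the single-concentration screen; inactive means inhibition below 50%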;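 further: 0% = DMSO max control and 100% = H-89 dihydrochloride min control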
CYP2C9 inhib: inhibitors of human CYP2C9 | P11712 | CYP2C9 Supersomes, luciferin-H conversion, luminescence | inhibition, % at 5 µM | 96,000 compounds, 20% hits;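 active means blocking of liver enzyme CYP2C9 beyond about 50% at 5 µM, limit read from the data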; further: values of inactives mirror those of a sister screen read the other way
* hit, by the source's call; · = no result given.

nr	structure	PLK1 PBD inh	CYP2C9 act	EphB4 antag	PLAP act	CYP2C19 activ	CYP2C19 inh	Rev-RRE block	PLK1 kinase inh	CYP2C9 inhib
1	COC(=O)c1ccc(CSc2nc3c(cnn3-c3ccccc3)c(=O)[nH]2)o1	4	·	-1	·	·	·	3	5	·
2	COc1cccc(NC(=O)Cc2cn(C)c3ccccc23)c1	7	3.8*	1	0.8	0.7	33	5	-1	-281
3	Cc1ccc(-c2ccc(CCC(=O)O)n2-c2cccc(O)c2)cc1	7	0.4	4	1.6	0.6	44	2	-17	57*
4	CCCCC(=O)Nc1ccc(N2CCN(S(C)(=O)=O)CC2)cc1	-20	1	-2	1	1	2	2	-7	5
5	Cc1ccc(C(=O)Nc2ccc3nccnc3c2)cc1	-39	0.9	4	0.9	0.9	8	4	-11	8
6	O=C(CSc1nc(-c2ccccc2)cs1)N1CCN(C(=O)c2ccco2)CC1	·	1.2	·	0.8	0.4	62*	·	·	-16
7	COc1ccccc1N1CCN(C2CCN(C(=O)c3cc(OC)c(OC)c(OC)c3)CC2)CC1	·	1.2	·	1.6	1.2	-18	·	·	-17
8	O=C(CSCc1cnn(-c2ccccc2)c1-n1cccc1)NCC1CCCO1 (stereo unspecified)	3	0.2	-2	1.7	0.2	80*	-1	-10	79*
9	Cc1ccc(S(=O)(=O)/C(C#N)=C/c2c(N3CC(C)OC(C)C3)nc3ccccn3c2=O)cc1 (stereo unspecified)	20	0.4	2	1.3	0.8	20	6	-8	57*
10	O/N=C/c1ccc(OCC(O)COc2ccc(/C=N/O)cc2)cc1	-6	0.8	-1	0.9	0.8	25	6	-20	18
11	CCn1cnc2c1c(=O)n(CC(=O)N1CCc3ccccc31)c(=O)n2Cc1ccccc1	-10	1	-1	1	0.7	32	5	-3	2
12	COc1ccc(N(CC(=O)NCc2ccc3c(c2)OCO3)S(=O)(=O)c2c(C)nn(C)c2C)cc1	-11	0.8	4	1.5	0.1	87*	2	-12	16
13	CC1(C)CC(=O)C2=C(C1)NC(=O)CC2c1cc2c(cc1Br)OCO2 (stereo unspecified)	-11	0.9	6	1	0.9	15	6	-5	14
14	COc1ccc(C(=O)Nc2ccccc2C(=O)N(Cc2ccco2)C(C(N)=O)C(C)C)cc1 (stereo unspecified)	-7	0.6	-6	1	0.8	20	-4	-34	42
15	COc1ccc(C2c3c(oc4ccccc4c3=O)C(=O)N2Cc2ccncc2)cc1OC (stereo unspecified)	2	·	0	·	·	·	3	-1	·

By substructure: the entries above containing four or more nitrogen atoms
nr	structure	PLK1 PBD inh	CYP2C9 act	EphB4 antag	PLAP act	CYP2C19 activ	CYP2C19 inh	Rev-RRE block	PLK1 kinase inh	CYP2C9 inhib
1	COC(=O)c1ccc(CSc2nc3c(cnn3-c3ccccc3)c(=O)[nH]2)o1	4	·	-1	·	·	·	3	5	·
8	O=C(CSCc1cnn(-c2ccccc2)c1-n1cccc1)NCC1CCCO1 (stereo unspecified)	3	0.2	-2	1.7	0.2	80*	-1	-10	79*
9	Cc1ccc(S(=O)(=O)/C(C#N)=C/c2c(N3CC(C)OC(C)C3)nc3ccccn3c2=O)cc1 (stereo unspecified)	20	0.4	2	1.3	0.8	20	6	-8	57*
11	CCn1cnc2c1c(=O)n(CC(=O)N1CCc3ccccc31)c(=O)n2Cc1ccccc1	-10	1	-1	1	0.7	32	5	-3	2
12	COc1ccc(N(CC(=O)NCc2ccc3c(c2)OCO3)S(=O)(=O)c2c(C)nn(C)c2C)cc1	-11	0.8	4	1.5	0.1	87*	2	-12	16

(listing goes on)
nr	structure	PLK1 PBD inh	CYP2C9 act	EphB4 antag	PLAP act	CYP2C19 activ	CYP2C19 inh	Rev-RRE block	PLK1 kinase inh	CYP2C9 inhib
16	Cc1oc2ccc(OC(=O)N3CCOCC3)cc2c1C(=O)OC(C)C	·	0.8	·	1.4	0.8	17	·	·	15
17	CCOC(=O)CN(C(=O)CSc1nnc2c(n1)[nH]c1ccc(OC)cc12)c1ccc(F)cc1	·	0.7	·	1.4	0.8	20	·	·	34
18	COc1ccc(CN2CCSCC2)cc1C	-6	0.9	7	0.9	0.6	38	13	-10	14
19	O=S(=O)(Nc1ccc2c(c1)nc1n2CCN(Cc2ccccc2)C1)c1ccc(F)cc1	11	0.6	0	1.4	0.8	25	13	-6	39
20	Cc1ccccc1CSc1nnc(NC(=O)C2COc3ccccc3O2)s1 (stereo unspecified)	-4	0.9	-5	1.1	0.9	10	11	6	13
21	COc1ccc(NC(=O)NC(C(F)(F)F)C(F)(F)F)cc1	-21	1.1	-3	1	1	3	1	-10	-10
22	O=C(CSc1ccc2nnc(-c3ccccn3)n2n1)NCC1CCCO1 (stereo unspecified)	-34	0.6	3	0.9	0.8	16	4	15	40
23	COCCCNC(=O)Cn1cc(C(C)=O)c2ccccc21	9	0.9	4	1	1	4	8	-9	11
24	O=C(CN1C(=O)NC2(CCCC2)C1=O)Nc1nc(-c2ccc(F)cc2)cs1	16	0.9	-6	1	0.9	10	8	-6	12
25	CCN(CCCNS(=O)(=O)c1ccc2c(c1)CCN2C(C)=O)c1cccc(C)c1	10	0.7	-5	1.5	0.4	62*	-4	-13	32
26	OCC1CCCN1C(=S)Nc1ccccc1 (stereo unspecified)	34	1.1	2	1.1	0.7	27	4	-18	-9
27	CC(C)(C)OC(=O)N1CCNc2ccccc2C1	-6	1.2	-1	1	1	0	-1	-1	-22
28	Cc1cc(NC(=O)CSc2ccc3ccccc3c2)no1	28	0.2	2	1.1	0.5	50*	5	2	79*
29	O=C(NC12CC3CC(CC(C3)C1)C2)c1ccccc1O	-20	0.7	0	1	0.7	29	4	-14	28
30	CCOC(=O)C(C#N)C(c1cccnc1)c1c(C)[nH][nH]c1=O (stereo unspecified)	2	1	3	0.9	1.1	-5	6	-8	-1
31	COc1cc(OC)cc(C(=O)OCn2nnc3ccccc3c2=O)c1	·	1.1	·	0.9	1.2	-20	·	·	-7
32	COc1cc(C(=O)Nc2ccc(NC(=O)C(C)C)nc2)cc(OC)c1OC	·	0.8	·	1.1	0.9	12	·	·	16
33	CCCCN(CCCC)S(=O)(=O)c1ccc(SCC(=O)OCC)c([N+](=O)[O-])c1	-7	0.3	6	0.8	0.7	32	10	-7	67*
34	Cc1ccc(C2CC(c3ccccc3)=NN2C(=O)CSc2nnc(-c3ccc(Cl)cc3)o2)o1 (stereo unspecified)	-3	0.6	-3	1	0.8	16	5	-10	37
35	COc1ccc(Cl)cc1-n1c(N)c(C(N)=O)sc1=S	2	1	2	1	1.1	-7	8	-6	1
36	COc1ccc(S(=O)(=O)CC(O)CN2CCCC2=O)cc1 (stereo unspecified)	4	1.2	1	1.1	1.1	-8	5	-7	-18
37	CCn1c(SCC(=O)N/N=C/C=C\c2ccccc2[N+](=O)[O-])nnc1-c1ccccc1	-40	1	-5	1.2	0.7	34	4	-18	-4
38	O=C(CN1C2CCC1CC(NC(=O)NC1CCCCC1)C2)NC1CC1 (stereo unspecified)	4	1	-2	1.4	1	4	8	-12	0
39	Cc1ccc(NC(=O)Cn2nc([N+](=O)[O-])c(Br)c2C)cc1C	-8	0.9	2	1	0.9	6	7	-9	7
40	COc1ccc(CCNC(=O)CCNS(=O)(=O)c2cccc3nonc23)cc1OC	15	0.8	0	1.2	0.3	72*	2	-2	18
41	CC1(C(=O)O)CCC(C(=O)Nc2ccccc2O)C1(C)C (stereo unspecified)	18	1.2	-9	0.8	1.2	-18	11	-17	-18
42	CCCOC(=O)CCc1n[nH]c(=O)[nH]c1=O	12	1.1	-3	1	1.1	-13	5	-3	-8
43	CCc1ccc(S(=O)(=O)NC(CC(=O)O)c2ccccc2)cc1 (stereo unspecified)	-18	0.8	-1	1.2	1.1	-7	2	-9	18
44	CCn1ncc(/C=C/C(=O)Nc2c(C)nn(Cc3ccc(Cl)cc3Cl)c2C)c1C	-2	0.8	8	1.5	1.1	-8	9	-7	16
45	COc1ccc(OC)c(NC(=O)C2CCN(S(C)(=O)=O)CC2)c1	8	1.2	5	1	1	-2	4	-10	-23
46	CCOc1ccc(C(=O)CCN2CCCCC2)cc1	·	1.1	·	0.8	1	5	·	·	-7
47	Cc1cc(C(=O)NN)c2cc(Br)ccc2n1	11	0.9	2	1	0.9	8	2	-11	9
48	Cc1ccc([N+](=O)[O-])cc1N/C=C1\CCc2ccccc2C1=O	-10	1	12	1	1.1	-9	10	-9	0
49	C=CCn1c(=O)c(C(=O)Nc2ccccc2O)c(O)c2ccccc21	-3	0.8	3	1	0.8	15	12	-12	20
50	Cn1c(=O)n(CC(=O)Nc2ccccc2)c2ccccc21	-19	1	9	0.9	0.6	42	5	-10	4
51	CCOC(=O)C1=C(C)NC2=C(C(=O)CC(c3ccc(OC)c(OC)c3)C2)C1c1ccc(C)o1 (stereo unspecified)	-9	0.4	-6	1.7	0.8	19	0	-7	59*
52	COC(=O)c1ccc(OCC(=O)c2ccccc2OC)cc1	-2	0.6	0	1.5	0.1	90*	8	-1	45
53	O=C(NCCc1ccccc1)c1ccc(=O)oc1	29	0.9	-3	1	0.8	16	3	-4	13
54	COc1ccc(NC(=O)c2c(SC)nsc2SC)cc1	-22	0.9	-3	1	0.9	7	8	-11	12
55	Cc1cc(C)c(OCCCCn2cnc3ccccc3c2=O)c(C)c1	-3	0.7	-6	1	0.9	9	1	-6	28
56	CC1CC(C)CN(CC(=O)Nc2ccc(S(N)(=O)=O)cc2)C1 (stereo unspecified)	12	0.8	-4	1.2	1	5	2	-6	16
57	Cc1ccccc1OCCn1cc(C(=S)N2CCCC2)c2ccccc21	-21	·	-6	·	·	·	-2	-3	·
58	c1ccc(-c2noc(C3CCCCC3)n2)nc1	-4	0.9	0	0.9	0.8	18	5	-8	8
59	CN(C)c1cccc2c(S(=O)(=O)N3CCOCC3)cccc12	12	1.8	-7	1	0.7	30	2	-9	-83
60	CC(C(=O)NC1=NCCS1)(C(F)(F)F)C(F)(F)F	-3	0.9	7	0.8	1	3	9	-8	6
61	CC(C)CC1NC(=O)N(CC(=O)c2ccc3c(c2)OCCO3)C1=O (stereo unspecified)	1	0.5	-1	0.9	0.8	15	0	-12	46
62	COc1ccc(C(=O)NCc2cn3ccccc3n2)cc1	-3	1	0	0.9	1	1	5	-14	2
63	CC1(C)CC(=O)C(C=NCCN2CCN(C(=S)Nc3ccccc3)CC2)=C(O)C1	-7	0.9	-5	1.1	0.7	32	-1	-16	8
64	CCOC(=O)C(Oc1ccc(=O)[nH]n1)C(C)=O (stereo unspecified)	-3	1.1	1	1	0.5	45	11	-10	-14
65	CO/C([O-])=N/c1c[n+](-c2ccc(Cl)cc2)no1	-18	0.9	2	1	0.8	18	11	-5	10
66	Cn1ccnc1Sc1nc2c(c(=O)n(C)c(=O)n2C)n1C	4	0.8	-3	1.1	1	0	6	-8	18
67	CC(C)OC(=O)Cn1nnc(-c2ccccc2)n1	-3	1.1	-2	0.9	0.7	32	6	-48	-5
68	COc1cccc(-c2cc(C(=O)Nc3cccnc3)no2)c1	-19	1.1	13	0.8	1	3	11	43	-5
69	CCCSc1nnc2n(C)c(=O)c3c4c(sc3n12)CCC4	·	0.4	·	1.7	0.5	53*	·	·	61*
70	Cc1cccc2cc(CN(CC3CCCO3)C(=O)NC3CCCCC3)c(=O)[nH]c12 (stereo unspecified)	-11	0.8	5	1.7	0.9	8	7	-4	17
71	CCOC(=O)c1c(C)n(-c2ccc(OC)cc2)c2c(C/C(C)=N/O)c(Br)c(OC)c(O)c12	-19	0.9	-4	0.8	0.9	9	-1	-9	8
72	CCN(CC)S(=O)(=O)c1ccc(-c2nnc(SCC(=O)N3c4ccccc4CC3C)o2)cc1 (stereo unspecified)	4	1	1	1.1	1.1	-8	8	-14	4

Source: PubChem (several laboratories)
